Rad51 HR inh – Rad51 (human) homologous recombination inhibition | AID 1385 | hRad51 DNA strand exchange, fluorescence dequenching | hit rate 0.085% among 200,000 | inhibition, % at 10 µM;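 active = inhibition above 40% at the single screening dose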;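 note: 0% = DMSO control wells and 100% = blanks with heterologous ssDNA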
Target sequence (Q06609 whole entry, looked up): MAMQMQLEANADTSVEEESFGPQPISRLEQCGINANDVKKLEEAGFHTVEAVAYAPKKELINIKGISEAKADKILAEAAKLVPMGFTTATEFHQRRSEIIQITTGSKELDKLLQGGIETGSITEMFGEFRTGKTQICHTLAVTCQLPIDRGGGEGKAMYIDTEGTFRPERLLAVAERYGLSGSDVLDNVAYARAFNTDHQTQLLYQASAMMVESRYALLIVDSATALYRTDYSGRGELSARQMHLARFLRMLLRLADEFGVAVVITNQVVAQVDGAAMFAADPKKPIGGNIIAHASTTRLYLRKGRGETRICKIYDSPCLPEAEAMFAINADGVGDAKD
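material = hRad51 filaments on single-stranded DNA | reagent = Donor/quencher-labelled 47-bp dsDNA substrate | compound = 10 µM final, single point | schedule = strand-exchange reaction 15 min at room temperature | measured by = fluorescein emission 520 nm, excitation 485 nm | read-out basis = % inhibition versus plate control and blank means | benchmarks = plate controls and plate blanks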
Thrombin inh – thrombin (human) inhibition; P00734; alpha-thrombin, Boc-VPR-AMC fluorogenic substrate cleavage; inhibition, % at 5 µM; hit rate 0.26% among 220,000; AID 1046;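 active = inhibition at or above 40%; inactive = inhibition below 40%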;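 note: 0% = enzyme with no compound and 100% = wells without enzyme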
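System: Human alpha-thrombin protein | Medium: pH 7.5 Tris (50 mM) with NaCl 150 mM, Tween 20 0.05% | Times: Enzyme reaction carried out at room temperature | Detection: AMC fluorescence, 355/460 nm | Evaluation: Percent inhibition scaled between no-compound controls and no-enzyme blanks | Benchmarks: Enzyme without compound as high, wells lacking enzyme as low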
m-calpain inh – calpain II (pig) inhibition; inhibition, % at 16 µM; hit rate 0.37% among 220,000; purified calpain II, fluorogenic peptide substrate, 30 min; AID 1236;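 active = inhibition above about 50%, limit read from the data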
KCC2 mod – KCC2 (human) Cl- transport modulation. Q9H2X9. KCC2 cells, thallium flux FluoZin-2 fluorescence. B-score of Tl+ flux slope (higher = more flux/activation; lower = inhibition) at 10 µM. hit rate 2.2% among 190,000. AID 1456;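 active = thallium flux slope and its plate-corrected score both differing from the plate sample mean at a set confidence after two filtering rounds, in either direction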;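 note: slope of fluorescence scaled to starting intensity during 10 to 20 s after thallium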
PERK inhibitor – blocks human PERK kinase; CHO PERK-DD fusion, SEAP luminescence translation reporter; hit rate 0.17% among 220,000; inhibition, % at 5.6 µM; AID 1416; Q9NZJ5;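 active = inhibition above the mean inhibition of all tested compounds plus 3 SD, set separately per screening campaign, cut at about 2.9% in these data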;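 note: PERK kinase domain activated by AP20187 dimerizer at 100 nM; 0% = DMSO with dimerizer and 100% = rapamycin at 8.4 µM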
FXIIa inh – factor XIIa (human) inhibition. inhibition, % at 5 µM. P00748. purified FXIIa, Boc-QGR-AMC fluorogenic substrate, 2 h. AID 800. hit rate 0.3% among 220,000; in the data active = inhibition above about 40%;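 note: 0% = enzyme with no compound and 100% = blank without enzyme; many of its hits are not listed in these tables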
Target sequence (P00748 20-372 limits assumed): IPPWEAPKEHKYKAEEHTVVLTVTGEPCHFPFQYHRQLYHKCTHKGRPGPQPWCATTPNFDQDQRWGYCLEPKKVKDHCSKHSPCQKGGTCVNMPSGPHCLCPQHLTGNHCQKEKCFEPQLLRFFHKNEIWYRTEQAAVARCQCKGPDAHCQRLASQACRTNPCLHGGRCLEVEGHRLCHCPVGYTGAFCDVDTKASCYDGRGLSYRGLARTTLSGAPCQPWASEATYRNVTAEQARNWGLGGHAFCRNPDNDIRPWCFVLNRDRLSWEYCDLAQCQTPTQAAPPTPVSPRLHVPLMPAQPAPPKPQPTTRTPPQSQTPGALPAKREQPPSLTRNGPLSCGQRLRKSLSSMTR
Target sequence (P00748 373-615 limits assumed): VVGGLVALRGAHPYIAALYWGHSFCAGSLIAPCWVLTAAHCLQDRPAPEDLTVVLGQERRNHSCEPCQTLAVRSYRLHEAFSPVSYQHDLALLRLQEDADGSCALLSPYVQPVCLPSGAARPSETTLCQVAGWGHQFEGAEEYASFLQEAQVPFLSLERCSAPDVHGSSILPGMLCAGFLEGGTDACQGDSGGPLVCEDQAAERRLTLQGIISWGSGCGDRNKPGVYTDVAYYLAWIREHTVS
Furin inh – inhibitors of human furin | P09958 | purified furin, fluorogenic substrate cleavage | inhibition, % at 30 µM | hit rate 0.061% among 220,000 | AID 463115; in the data active = inhibition above about 25%; note: inactives centre near -15
hK5 inh – kallikrein 5 (human) inhibition. Q9Y337. recombinant hK5, fluorogenic AMC substrate cleavage. inhibition, % at 5 µM. hit rate 0.59% among 210,000;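 active = inhibition of 40% or more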;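 note: 0% = enzyme controls without compound and 100% = no-enzyme blanks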
FXIa inh 1536 – inhibitors of human coagulation factor XIa. P03951. purified FXIa, Boc-Glu-Ala-Arg-AMC fluorogenic substrate. inhibition, % at 5 µM. hit rate 0.14% among 220,000;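 active = inhibition of at least 40%; inactive = inhibition below 40%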;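 note: fluorescence of freed AMC excited at 355 nm; 0% = enzyme without compound and 100% = no enzyme blank; many of its hits are not listed in these tables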
Active calls of the source: *; i = inactive; . = not tested or not shown; [ ] = dose if it differs, or a comment. These rows are one share of the data. The share of hits here may be higher or lower than overall.

Rad51 HR inh	KCC2 mod	FXIIa inh	Furin inh	FXIa inh 1536	Thrombin inh	PERK inhibitor	hK5 inh	m-calpain inh	Structure
4	-0.26	-13	-22[20 µM]	-16	-5	0.3	-10	5	O=c1oc(-c2cccc(Cl)c2)nc2c1cnn2-c1ccccc1
-4	.	2	-15[20 µM]	2	-1	-0.3	4	-14	N#CCCn1cc(/C=N/O)c(-c2ccccc2)n1
37	0.44	7	-13	2	3	1.1	-5	2	CCOc1cc(C2C(C(=O)OC(C)C)=C(C)NC3=C2C(=O)CCC3)cc([N+](=O)[O-])c1O (stereo not drawn)
.	0.37	4	-17	-4	-8	0.8	.	-12	O=C(COc1ccc2ccccc2c1)N1CCN(C(=O)c2ccco2)CC1
6	0.03	6	-30	-1	-4	1.3	.	-28	COc1ccc(F)cc1C(=O)C1CCCN(C(=O)C2=C(C)OCCO2)C1 (stereo not drawn)
-5	0.47	7	-13	5	-15	1.1	-11	12	CN(C(=O)c1c(Cl)cnn1C)C12CC3CC(CC(C3)C1)C2
-1	0.32	10	-15[20 µM]	6	-1	1.4	-7	11	O=C(NCCCN=C1NS(=O)(=O)c2ccccc21)c1ccco1
20	1	9	6	6	-1	0.5	-9	9	CC1CCCN(S(=O)(=O)c2ccc(S(=O)(=O)N3CCC4(CC3)OCCO4)cc2)C1 (stereo not drawn)
0	0.28	5	-12	4	1	0.6	6	-6	CCOC(=O)c1cc(-c2ccccc2)sc1NC(=O)C(C)OC(=O)c1cccnc1Cl (stereo not drawn)
5	-0.67	13	-7[20 µM]	-8	-13	0.2	-22	-10	CC(C)=C1SC(N2CCN(c3cccc(C)c3)CC2)=NC1=O
5	-0.04	13	-10	3	3	-0.2	4	15	CC1C(=O)NN=C1C(=O)N/N=C/c1ccco1 (stereo not drawn)
-3	-0.53	7	-16[20 µM]	7	3	-0.4	-1	27	N/C(Cc1cccs1)=N\OC(=O)COc1ccc(Br)cc1Cl
-9	-0.065	19	-7[20 µM]	8	2	-0.2	-3	-13	CCc1cc2c(NC(C(=O)O)C(C)C)ncnc2s1 (stereo not drawn)
-4	.	1	11[20 µM]	4	-8	1.0	1	-7	CC(C)N1C(=O)c2ccc(C(=O)O)cc2C1=O
2	.	13	-25[20 µM]	6	0	1.0	-14	3	N#CCC(CNc1ncc(C(F)(F)F)cc1Cl)OC(=O)c1ccc(Cl)cc1 (stereo not drawn)
-7	-0.18	-4	-2	-30	-5	0.0	7	54*	O=C(c1ccccc1)N1CCN(c2ccc([N+](=O)[O-])c(NCc3ccco3)c2)CC1
8	-0.88	7	-8	-1	3	1.6	-1	-8	COc1cccc2cc(C(=O)NCCC3=CCCCC3)c(=O)oc12
12	-1.4	10	-23	-4	-3	-1.1	6	2	S=c1[nH]nc(CCSCc2ccccc2)n1-c1ccccc1
3	-0.042	15	-37	4	4	1.1	1	-20	Cc1c(C(=O)O)oc2ccc(S(=O)(=O)NCc3ccc(F)cc3)cc12
-2	1.4	.	-28[20 µM]	.	.	0.4	.	.	O=C1CC(N2CCN(c3ccccc3F)CC2)C(=O)N1c1ccc(F)cc1 (stereo not drawn)
.	0.044	8	-12	22	-3	-1.4	14	-14	N=c1n(Cc2ccccc2)c2ccccc2n1Cc1ccccc1
15	-0.16	-3	-19	-8	-4	0.6	-13	-2	COC(=O)c1ccc(CSc2n[nH]c(-c3ccccc3)n2)o1
-4	0.62	19	-18[20 µM]	9	2	0.5	-5	-22	COc1cc(OC)cc(C(=O)N2CCC(N3CCCCCC3)CC2)c1
.	0.48	3	-13	3	-6	-0.2	2	-2	O=C(Cn1cnc2cc([N+](=O)[O-])ccc2c1=O)Nc1ccccc1Cl
-10	.	11	-11	5	1	-0.3	.	19	COc1c(C)cc(C(=O)C2CCCN(C(=O)/C=C/c3ccccn3)C2)cc1C (stereo not drawn)
-11	-0.0025	5	-9	5	-3	-1.2	3	-30	COCCN1Cc2cccc(C(=O)Nc3ccc(S(=O)(=O)N4CCCCCC4)cc3)c2C1=O
-2	0.036	6	-8	-6	-4	-0.1	-1	-16	Cc1nc(N)c(Br)c(C)c1Br
1	-0.014	-4	2[20 µM]	-5	-7	0.2	2	-34	O=C(c1cccc(Cl)c1)N1CCN(C(=O)c2ccccc2F)CC1
19	.	17	-21	-1	-1	0.3	-1	-2	COc1cc(C(O)c2nc3ccccc3s2)cc(OC)c1OC (stereo not drawn)
0	0.063	13	-7	3	-2	0.1	4	-35	Cc1cnc(C)c(N2CCN(Cc3cn(C)nc3-c3cccc(Cl)c3)CC2)n1
-7	.	20	-19	-5	-1	1.3	5	26	C=CCNC(=O)NC(=O)COC(=O)COc1ccc(Br)cc1F
.	.	19	-9	1	-4	0.4	-9	5	Cc1cc(C)cc(N(CC(=O)NCC2CCCO2)C(=O)CCC(=O)Nc2cc(C)on2)c1 (stereo not drawn)
9	-0.79	11	-30	4	-2	-0.3	1	6	Fc1ccc(N2CCN(c3nnnn3-c3ccccc3)CC2)cc1
-4	0.43	15	-25	2	2	1.9	-22	-13	O=C(O)c1cccc(N2CCCCS2(=O)=O)c1
6	0.096	5	-27[20 µM]	-6	-5	-0.2	-6	-242	O=C(Nc1ccc(-c2nnc(-c3ccccc3)o2)cc1)C1CCCO1 (stereo not drawn)
.	-0.85	6	-22	2	-9	-0.1	-30	17	Nn1cnc2c(c1=O)C1(CCCCC1)Cc1ccccc1-2
-2	0.88	15	-23[20 µM]	1	1	0.1	-5	-1	CC(C)NC(=O)c1ccccc1NC(=O)c1ccccc1N(C)S(C)(=O)=O
-3	1.4	19	-19[20 µM]	15	1	-0.2	-26	15	Cc1nc(NCc2ccccn2)c2ccccc2n1
.	0.52	1	-15	-6	-3	0.8	-6	-5	O=C(COC(=O)c1ccc(O)cc1)Nc1ccccc1[N+](=O)[O-]
5	-0.13	4	-18[20 µM]	6	1	0.5	-22	-19	CCc1c(C)nc2nc(NC(C)=O)[nH]n2c1=O
.	3.4	7	-4	5	-3	-1.1	-12	28	CC(C)(C)c1ccc(C(=O)NC(=S)NCc2cccnc2)cc1
-5	-0.0062	2	-8	3	.	0.8	-4	-104	O=C(O)/C=C/C(=O)Nc1ccccc1C(=O)OCC(=O)c1ccc2c(c1)OCCO2
8	.	4	-21	-7	1	0.3	-18	28	CC(C)Cc1nnc(NC(=O)c2ccncc2)s1
12	0.89	8	-10	1	-6	0.9	-6	-1	CN(n1cnc2ccccc2c1=O)S(C)(=O)=O
10	0.44	31	-8	18	23	0.4	55*	3	Cc1cc(C)n2nc(S(=O)(=O)N(C)c3ccccc3)nc2n1
-3	-0.09	11	-14[20 µM]	4	-8	-0.1	-9	-13	COc1cc(OC)cc(C(=O)NCCCN2CCOCC2)c1
3	.	15	-7	3	-1	0.4	-25	-21	CCC(=O)Nc1sc(C(=O)N2CCCCC2)c(C)c1C#N
10	.	14	-5	4	1	-0.9	-4	-50	O=C(CCN1CCN(CC(=O)Nc2ccccc2Cl)CC1)Nc1ccccc1F
.	0.58	8	1	-7	0	-0.2	-4	17	NC(=O)CSc1nc2c(c(=O)n1-c1ccccc1)C1(CCCCC1)Cc1ccccc1-2
3	-0.32	10	-30	-2	1	-0.7	-53	i	COc1ccc2oc(=O)c(C(=O)NCC3CCCO3)cc2c1 (stereo not drawn)

Next part:
Rad51 HR inh	KCC2 mod	FXIIa inh	Furin inh	FXIa inh 1536	Thrombin inh	PERK inhibitor	hK5 inh	m-calpain inh	Structure
4	0.42	11	-16[20 µM]	6	3	0.3	-21	-9	COc1cccc(NC(=O)Cn2cnc3sc(C)c(S(=O)(=O)N4CCN(C)CC4)c3c2=O)c1
-2	1.3	14	-9[20 µM]	2	17	-0.4	1	14	COc1ccc(-n2c(SCC(=O)N3CCCCC3C)nnc2-c2cccnc2)cc1 (stereo not drawn)
0	-0.0094	16	-23[20 µM]	20	2	0.1	-3	20	CCSc1nc2ccccc2n1C(=O)Oc1ccccc1
4	1.2	9	13	2	-2	0.8	-18	-16	O=C(/C=C/c1ccco1)N/C(=C\c1ccccc1)C(=O)NCCc1nc2ccccc2[nH]1
6	0.69	4	-4	-5	-12	0.4	-20	-4	O=C(N/N=C/c1cn[nH]c1-c1ccc(F)cc1)c1ccncc1
-21	-1.1	2	-28	-4	-17	0.1	-1	11	O=C(Cc1ccc(Cl)cc1Cl)OCC(=O)N1CCN(C(=O)c2ccco2)CC1
2	0.67	4	-20	-3	-4	0.4	0	-5	CC(C)CNC1CS(=O)(=O)CC1O (stereo not drawn)
6	-2.9	8	-20	5	3	0.9	-8	-15	COc1ccc2nc(NC(=O)CSc3nnc4n3C(C)(C)Cc3ccccc3-4)sc2c1
-4	-0.89	12	-18	1	7	0.2	3	-18	Cc1cc(NC(=O)/C=C/c2ccccc2)c(C(C)C)cc1O
.	0.13	14	-11	8	1	-1.1	-13	-4	CCOP(=O)(OCC)C(NC(=O)Nc1cccc(Cl)c1)c1ccccc1 (stereo not drawn)

One compound at a time, from the list above.
`CN(n1cnc2ccccc2c1=O)S(C)(=O)=O` reads Rad51 HR inh = 12; KCC2 mod = 0.89; FXIIa inh = 8; Furin inh = -10; FXIa inh 1536 = 1; Thrombin inh = -6; PERK inhibitor = 0.9; hK5 inh = -6; m-calpain inh = -1
`N#CCCn1cc(/C=N/O)c(-c2ccccc2)n1` reads Rad51 HR inh = -4; KCC2 mod = .; FXIIa inh = 2; Furin inh = -15[20 µM]; FXIa inh 1536 = 2; Thrombin inh = -1; PERK inhibitor = -0.3; hK5 inh = 4; m-calpain inh = -14

Continuation.
Rad51 HR inh	KCC2 mod	FXIIa inh	Furin inh	FXIa inh 1536	Thrombin inh	PERK inhibitor	hK5 inh	m-calpain inh	Structure
0	0.82	2	-7	13	21	-0.3	27	5	COc1ccc(N2C3=[N+](CC2(C)O)c2ccccc2CC3)cc1 (stereo not drawn)
-4	1.1	14	-10	4	6	1.0	0	-21	CCOC(=O)N1CCN(c2ccc3nnnn3n2)CC1
8	-0.45	6	-14	-1	-3	0.4	0	19	CN(C)c1ccc(C(=O)NNC(=O)Nc2ccccc2)cc1
0	-1.7	2	3	5	-5	0.2	-15	13	CN(C)S(=O)(=O)c1cccc(NC(=O)Cc2ccc(Cl)cc2)c1
6	0.89	-16	-15[20 µM]	-5	-8	0.8	-18	-5	CCN(CC(=O)Nc1ccc(S(N)(=O)=O)cc1)S(=O)(=O)c1cc(C)ccc1OC
3	.	12	-17	7	4	-0.8	-5	-5	O=C(Nc1c2c(nn1-c1ccc(Cl)cc1)CS(=O)(=O)C2)c1ccc2c(c1)OCO2
2	.	12	-29	6	-3	-0.7	-8	0	O=C(CSc1cn(CCNC(=O)c2cccs2)c2ccccc12)NC1CCCCC1
0	.	0	-11[20 µM]	-2	-4	0.6	1	-1	CC(C)CN(CC(C)C)C(=O)C12CCC(C)(C(=O)C1)C2(C)C (stereo not drawn)
1	0.04	10	-25[20 µM]	-2	0	0.1	3	-36	COc1ccc(Oc2nnc(-c3ccc(C)cc3)c3ccccc23)cc1
-1	-0.097	.	-7[20 µM]	.	.	0.5	.	.	O=C(c1cn(-c2ccccc2)nc1-c1ccncc1)n1nnc2ccccc21
5	-0.47	.	-22	-7	-11	0.4	-3	10	CCc1nnc(NC(=O)Cc2sc(C)nc2-c2ccc(C)cc2)s1

Fetched by compound from the list above, 2 records:
Rad51 HR inh	KCC2 mod	FXIIa inh	Furin inh	FXIa inh 1536	Thrombin inh	PERK inhibitor	hK5 inh	m-calpain inh	Structure
2	.	12	-29	6	-3	-0.7	-8	0	O=C(CSc1cn(CCNC(=O)c2cccs2)c2ccccc12)NC1CCCCC1
0	0.82	2	-7	13	21	-0.3	27	5	COc1ccc(N2C3=[N+](CC2(C)O)c2ccccc2CC3)cc1 (stereo not drawn)

Compound activity (PubChem)
